Compound activity deposited in PubChem BioAssay by several laboratories.
M4 antag: antagonists of human muscarinic M4 receptor (CHRM4); P08173; CHO-hM4 cells, ACh EC80, Fluo-8 calcium fluorescence; inhibition, % at 3 µM; 360,000 tested, 0.73% active; AID 624125;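 active = inhibition above its plate's cutoff, the mean inhibition of sample wells plus 3 SD, cut at about 27% in these data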;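 also: 0% = acetylcholine EC80 with DMSO and 100% = DMSO without agonist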
CRFR2-BP ag: CRF-BP/CRF-R2 complex agonism | HEK293 CRF-R2/CRF-BP, calcium dye fluorescence (FLIPR); percent of saturating CRF peptide response | activation, % at 13.2 µM | AID 588473 | 350,000 tested, 0.46% active;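 active = activation of at least 50%, plus an integration ratio under a set limit after plate pattern correction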;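 also: plate controls were neutral control wells without compound for no effect and CRF at EC100 for full effect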
M5 ag: agonists of human muscarinic M5 receptor (CHRM5) | P08912 | CHO-K1 hM5 cells, Fluo-8 calcium fluorescence; 0% DMSO wells, 100% maximal acetylcholine response | activation, % at 3 µM | 360,000 tested, 0.19% active | AID 624037;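 active = activation above the run's mean over test compounds plus 3 SD, cut at about 23% in these data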;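 also: signal is peak over basal fluorescence ratio across the kinetic read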
Target sequence (P08912 whole entry, looked up): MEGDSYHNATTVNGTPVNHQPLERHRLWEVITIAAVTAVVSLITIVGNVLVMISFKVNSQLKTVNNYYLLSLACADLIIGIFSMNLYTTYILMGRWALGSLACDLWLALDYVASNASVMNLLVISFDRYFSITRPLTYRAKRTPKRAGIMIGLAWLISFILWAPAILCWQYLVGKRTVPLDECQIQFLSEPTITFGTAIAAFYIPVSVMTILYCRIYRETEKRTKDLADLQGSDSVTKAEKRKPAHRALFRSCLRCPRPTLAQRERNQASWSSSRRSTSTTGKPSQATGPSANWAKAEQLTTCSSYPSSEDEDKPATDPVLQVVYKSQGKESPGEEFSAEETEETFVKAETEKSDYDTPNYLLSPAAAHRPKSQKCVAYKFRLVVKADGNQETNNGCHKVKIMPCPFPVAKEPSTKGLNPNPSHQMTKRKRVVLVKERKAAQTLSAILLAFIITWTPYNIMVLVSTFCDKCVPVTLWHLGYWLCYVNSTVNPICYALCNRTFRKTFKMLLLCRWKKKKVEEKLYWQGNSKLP
CHRM5 antagonist: blocks acetylcholine activation of human M5 receptor | AID 624040 | P08912 | CHO-hM5 cells, Fluo-8 calcium fluorescence, ACh EC80 | 360,000 tested, 0.59% active | inhibition, % at 3 µM;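 active = inhibition above a per-plate cutoff, the mean of that plate's test compounds plus 3 SD, cut at about 27% in these data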;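 also: 0% = acetylcholine EC80 with DMSO and 100% = DMSO without agonist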
M4 PAM: positive allosteric modulators of human muscarinic M4 receptor. CHO-K1 hM4/Gqi5, Fluo-8 calcium fluorescence, ACh EC20; 0% = ACh EC20, 100% = maximal ACh. AID 624126. P08173. 360,000 tested, 0.4% active. activation, % at 3 µM;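 active = activation above its plate's cutoff, the mean activation of sample wells plus 3 SD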; also: some results filed as inactive read as strong as hits
M5 PAM: CHRM5 positive allosteric modulation; activation, % at 3 µM; 360,000 tested, 0.3% active; CHO-K1 hM5, Fluo-8 calcium, ACh EC20 PAM; 0% = ACh EC20, 100% = ACh EC100;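 active = activation above the run cutoff, the mean activation of all test compounds plus 3 SD, cut at about 18% in these data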
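Assay system – human M5 receptor in CHO-K1 cells · Read-out – % activation, ACh-normalized · Technique – Fluo-8 calcium fluorescence · Dosing – single-point, 3 µM nominal · Incubation – Fluo-8 loading 80 min at 37 °C plus 30 min room temperature · Repeats – singlicate, one well per test compound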
IDE cell inh: cellular human IDE inhibition; 320,000 tested, 0.41% active; inhibition, % at 5.59 µM; AID 434962; HEK cells, FAbetaB cleavage, fluorescence polarization; P14735;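 active = percent inhibition above the average of all tested compounds plus 3 SD, set per screening campaign, cut at about 16% in these data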;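 also: IDE supplied by intact live HEK cells; FP after avidin binding of uncleaved biotin substrate so inhibition keeps polarization high; 0% = DMSO wells and 100% = 60 µM reference IDE inhibitor Ii1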
CRFBP-R2 block: blocks CRF-induced signaling of the CRF-BP/CRF-R2 complex | HEK293 CRF-R2/CRF-BP, CRF-induced calcium fluorescence | inhibition, % at 11.8 µM | 350,000 tested, 0.59% active;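 active = inhibition of the ligand-induced calcium signal above about 50% at the single tested concentration, limit read from the data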
CHRM4 agonist: agonists of human muscarinic M4 receptor (CHRM4); 360,000 tested, 0.14% active; activation, % at 3 µM; CHO-K1 hM4/Gqi5, Fluo-8 calcium fluorescence; vehicle 0%, full acetylcholine response 100%; P08173;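 active = activation above the run mean over all test wells plus 3 SD, cut at about 32% in these data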;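 also: peak over basal fluorescence ratio per well then scaled between controls; 0% = DMSO wells and 100% = acetylcholine at EC100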
The depositor's hits bear a star; nt = no result given; & = joins results of further samples. These rows are one share of the data; rates above refer to the full screens.

structure,M4 antag,CRFR2-BP ag,M5 ag,CHRM5 antagonist,M4 PAM,M5 PAM,IDE cell inh,CRFBP-R2 block,CHRM4 agonist
Cc1ccc2c(c1)C1CN(C)CCC1N2C(=O)c1ccc(Br)o1 (stereo not drawn),1.8,-0.8,-4.4,-5.0,6.8,3.1,7.4,-11.8,-0.2
CN1CCC(N(C)c2ncnc3ccc(Br)cc23)CC1,6.5,1.2,-10.4,4.8,-4.8,-9.3,nt,-3.3,-0.1
O=C1C(=O)c2cccc3cccc1c23,1.4,0.8,-0.5,-0.4,0.7,-2.0,12.3,8.2,0.9
COc1cc(CCN)ccc1O,1.6,0.4,0.6,-3.3,-5.0,-2.9,9.0,-20.6,1.4
CCOc1ccccc1-n1c(O)c(C=NCCCn2ccnc2)c(=O)[nH]c1=O,3.3,4.1,-0.9,8.1,1.1,0.3,7.6,5.2,0.7
CCC[N+]12CCC(CC1)C(=C(c1ccccc1)c1ccccc1)C2,57.0*,0.5,-9.7,93.7*,-15.7,-19.8,-0.5,-8.4,0.7
Cc1ccccc1OP(N)(=O)Oc1ccccc1C,10.5,0.1,-3.5,10.8,-4.3,-6.2,1.4,-7.7,1.1
NCCc1ccc(S(=O)(=O)F)cc1,-8.1,-0.7,-0.8,5.8,0.6,-3.2,-4.0,7.0,0.5
O=C1NC(=O)C(Sc2ccccc2[N+](=O)[O-])C(=O)N1,11.9,0.4,-0.5,0.6,-6.4,2.0,-0.4,4.3,0.8
CCC(=O)N1c2ccc(S(=O)(=O)CCC(=O)N3CCC4(CC3)OCCO4)cc2CC1C (stereo not drawn),-5.6,2.5,-2.3,-1.5,5.7,9.1,4.9,19.4,0.9
OCC#CC[N+]1(CC#Cc2ccccc2)CCOCC1,11.6,0.3,-2.8,9.6,-8.0,2.3,-7.3,1.0,0.8
CN1C(=O)N(C)C(=O)C(CCc2ccncc2)(CCc2ccncc2)C1=O,-1.5,0.9,-2.1,-4.9,0.5,6.5,4.8,-8.1,0.5
CN1CCN2c3ccc(N)cc3CC3(C(=O)NC(=O)NC3=O)C2C1 (stereo not drawn),-1.1,1.3,3.0,-2.8,1.6,14.3,nt,-3.7,0.9
Cc1ccc(NP(=O)(Oc2ccccc2)Oc2ccccc2)cc1,-9.2,2.5,-4.2,-2.4,3.5,-0.1,nt,4.3,1.5
CC(O)C1C=CC=CC(=O)OC2CC3OC4C5OC5(C)CCC4(COC(=O)C4OC4(C)C(O)CO1)C2(C)C31CO1 (stereo not drawn),3.1,3.3,3.2,14.4,-6.6,-22.2,nt,-0.5,15.4
C=CCn1c(O)c(/C(C)=N/N2CCN(C)CC2)c(=O)[nH]c1=O,-4.9,0.7,0.8,-0.7,15.6,2.2,0.8,9.9,0.0
COc1ccc(-c2[nH]ncc2CNC(C)Cc2cccc(C)n2)cc1F (stereo not drawn),-7.6,-1.7,-0.5,-4.9,9.2,-0.5,-0.1,-10.4,1.4
CCOC(=O)c1c(N)n(Cc2ccco2)c2nc3ccccc3nc12,-10.0,12.7,0.0,-5.5,17.4,1.5,6.3,-2.7,1.0
CCOc1ccc(N2C(=O)CC(=O)NC2=O)cc1,-0.3,7.5,2.7,0.6,3.6,13.1,-8.6,7.2,0.5
O=C1Nc2ccc(Br)cc2C(c2ccccc2)=NC1O (stereo not drawn),-10.4,-1.2,-2.7,11.2,-0.8,-1.9,-0.1,1.6,0.8
CC1CCC/C=C/C2CC(O)CC2C(O)/C=C/C(=O)O1 (stereo not drawn),6.3,0.8,1.0,5.9,0.8,0.2,0.9,28.2,0.2
O=[N+]([O-])c1ccc(-c2ccccc2)c([As](=O)(O)O)c1,5.7,0.8,-1.5,9.2,-5.9,-2.6,-0.4,-9.3,1.4
NC(=S)N/N=C/c1coc2ccccc2c1=O,9.2,-0.2,0.3,13.2,-4.5,-4.7,-2.7,-7.6,0.3
CCC1=Nc2cc(C(=O)N3CCC4(CC3)OCCO4)ccc2Sc2ccc(C)cc21,-9.3,-0.9,-2.8,9.7,0.5,-3.7,6.5,-13.7,2.5
CN1CCN(S(=O)(=O)c2ccc(Cl)nc2)CC1,5.4,-1.5,-0.5,-3.0,-1.4,3.5,7.5,19.9,0.1
COC(=O)C1=C(c2ccc(Cl)c(C(F)(F)F)c2)C[C@@H]2CC[C@H]1N2C(=O)N1CCC(C)CC1,-20.9,2.0,-4.0,-0.2,0.9,3.9,-1.5,0.1,1.1
CC(C)N1CCN(Cc2c[nH]c3ccccc23)CC1CCO (stereo not drawn),1.7,0.5,-0.9,-0.3,-3.3,9.3,nt,0.7,-0.1
CCOc1c(Cl)cc(CNC(C)C(O)c2ccccc2)cc1OC (stereo not drawn),-1.0,4.1,1.9,1.8,3.8,1.6,2.7,10.2,1.3
COc1ccc(-n2c(O)c(/C=C/C=Nc3ccccc3)c(=O)[nH]c2=O)cc1,15.3,104.6*,24.2*,14.8,-9.4,-14.5,159.4*,-116.7,24.3
O=[N+]([O-])c1cccc(CN2CCN(Cc3ccc(Br)cc3)CC2)c1,9.1,-0.8,-10.0,1.6,-16.5,-14.9,-2.2,13.7,0.3
NC(Cc1ccccc1)c1nc(-c2ccccc2)no1 (stereo not drawn),4.1,2.5,1.2,-4.9,7.6,12.5,-0.2,1.4,1.2
CC(=NCCN1CCOCC1)c1c(O)n(C2CCCCC2)c(=O)[nH]c1=O,-17.5,2.0,-0.5,-13.4,3.1,4.4,-2.0,2.1,0.1
CCN1C(=O)CC(c2cccnc2)=Nc2ccccc21,1.9,0.8,5.5,-1.5,-5.9,19.3*,2.0,-8.7,2.0
Cc1cc(OCC(=O)OC(C)C)c2c3c(c(=O)oc2c1)CCCC3,-2.1,0.6,-1.9,0.2,-0.8,-6.5,5.0,10.0,-1.4
CC(=NCCC(c1ccccc1)c1ccccc1)c1c(O)n(C)c(=O)n(C)c1=O,-9.7,-6.4,-1.9,1.2,2.1,-1.7,3.8,27.7,0.5
CCNC(=O)[C@H]1O[C@@H](n2cnc3c(N)ncnc32)[C@H](O)[C@@H]1O,-1.0,-2.4,0.8,-8.4,0.6,4.4,0.5,19.1,0.6
Cc1ccccc1-n1c(O)c(/C=N/c2nccs2)c(=O)[nH]c1=O,6.6&-4.6,0.9&-0.7,-2.3&2.1,8.0&7.5,2.8&6.0,3.5&-2.2,1.2&-0.8,6.6&-7.2,1.5&1.1
COC(=O)C(O)(c1c(C)[nH]c2ccccc12)C(F)(F)F (stereo not drawn),-8.2,1.5,-1.6,-2.6,4.3,0.6,1.9,-2.8,2.7
CCC1(CCO)C(=O)NC(=S)NC1=O,0.3,1.9,1.4,12.2,2.6,-9.1,nt,-23.0,0.7
CCCCn1c(=O)c(C(=O)NCc2ccncc2)c(O)c2ccccc21,4.8,-0.5,-2.4,-4.6,-3.4,10.1,2.6,40.8,-0.3
CC(C)c1ccc(N=Nc2c(O)[nH]c(=O)[nH]c2=O)cc1,-6.5,-5.7,-5.2,9.8,0.4,-6.5,9.7,-7.0,0.2
CN1C(=O)NC(=O)/C(=C/c2ccc([N+](=O)[O-])s2)C1=O,6.7,-1.1,4.1,-7.5,-4.0,1.8,12.6,6.9,1.6
COc1ccc(CN2CCN(Cc3ccccc3F)CC2)cc1,0.4,1.1,-7.7,4.2,2.7,-7.3,1.0,8.6,0.4
O=C(N/N=C/c1c(O)n(C2CCCCC2)c(=S)[nH]c1=O)c1ccccc1,-22.7,2.1,-4.0,7.2,-0.4,-3.4,3.4,30.8,-0.6
N#Cc1cc2c(nc1SCC(=O)Nc1ccc(Cl)cc1)C1CCN2CC1,16.2,-0.5,3.3,9.8,-4.6,-16.1,0.6,15.4,11.6
CC(=NCC1CCCO1)c1c(O)n(C)c(=O)n(C)c1=O (stereo not drawn),1.3,-0.5,-1.6,-1.8,2.9,5.0,4.2,9.7,0.8
CCN1/C(=C\C=C\C2=[N+](CC)c3ccccc3C2(C)C)C(C)(C)c2ccccc21,91.7*,260.2*,301.7*,93.7*,-20.5,-51.9,81.7*,-275.6,251.6*
O=C(c1ccc2c3c(cccc13)CC2)C1CCCN(Cc2ncc[nH]2)C1 (stereo not drawn),0.1,0.5,0.1,3.8,-8.0,-1.9,-3.0,-6.6,0.8
Cc1cc(OC(=O)c2ccco2)c2c3c(c(=O)oc2c1)CCCC3,-2.2,-0.2,-9.1,7.0,-1.9,-5.3,4.2,40.4,1.6
Cc1ccc(-n2c(O)c(C=NCCN(C)C)c(=O)[nH]c2=O)cc1,0.7,-0.2,1.2,-10.5,-0.8,5.5,1.1,-0.2,0.2

Later entries:
structure,M4 antag,CRFR2-BP ag,M5 ag,CHRM5 antagonist,M4 PAM,M5 PAM,IDE cell inh,CRFBP-R2 block,CHRM4 agonist
COc1ccc(CN2CCN(c3ccccc3)CC2)c(C)c1C,-7.6,-1.9,-5.5,-0.7,22.5,-2.9,2.4,-3.0,-2.3
COC1=C(C)C(=O)O[C@]12C(=O)C(C)=C1CCCCN3[C@H]([C@@H]4C[C@H](C)C(=O)O4)CC[C@]132,0.1,-1.0,-1.6,6.0,5.8,-0.7,-5.7,49.0,-0.4
Cc1ccc(C(O)(C(=O)OC(C)C)C(O)c2ccccc2)cc1 (stereo not drawn),0.3,nt,-1.9,0.7,11.7,-4.6,nt,nt,0.9
O=C(O)C12C3CCCC1C32c1ccccc1 (stereo not drawn),1.2,2.5,-1.3,1.9,6.1,-3.8,-2.9,-8.8,0.8
O=C1NC(=O)C(C/C=C/c2ccccc2)C(=O)N1,-4.8,-0.4,-2.0,-1.6,6.4,7.1,4.6,-14.7,2.6
